Screening results: PubChem BioAssay, several laboratories
KCNQ1 inh = human KCNQ1 channel inhibition; P51787; CHO-K1 KCNQ1, FluxOR thallium flux fluorescence; active compounds read high; B-score at 10 µM; hit rate 1.3% among 310,000;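 active = compounds whose thallium flux B-score, printed positive for inhibition, exceeds three library SD while starting fluorescence stays within three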;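 also: channel opened by potassium depolarization with thallium stimulus after 20 min compound exposure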
TMEM16A act = mouse TMEM16A channel activation, primary screen; Q8BHY3; HEK293 TMEM16A/YFP-H148Q/I152L, iodide quench fluorescence; active compounds read low; B-score at 10 µM; hit rate 0.3% among 340,000;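 active = fluorescence-ratio B-score plate-corrected deviation score at least 3 library SD below zero, with starting fluorescence score within 5 deviations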;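 also: channel opened by trigger with iodide after compound preincubation; score built on the fluorescence ratio of max minus min over baseline; more negative score means more quench and so TMEM16A activation or potentiation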
Target sequence (Q8BHY3 whole entry, looked up): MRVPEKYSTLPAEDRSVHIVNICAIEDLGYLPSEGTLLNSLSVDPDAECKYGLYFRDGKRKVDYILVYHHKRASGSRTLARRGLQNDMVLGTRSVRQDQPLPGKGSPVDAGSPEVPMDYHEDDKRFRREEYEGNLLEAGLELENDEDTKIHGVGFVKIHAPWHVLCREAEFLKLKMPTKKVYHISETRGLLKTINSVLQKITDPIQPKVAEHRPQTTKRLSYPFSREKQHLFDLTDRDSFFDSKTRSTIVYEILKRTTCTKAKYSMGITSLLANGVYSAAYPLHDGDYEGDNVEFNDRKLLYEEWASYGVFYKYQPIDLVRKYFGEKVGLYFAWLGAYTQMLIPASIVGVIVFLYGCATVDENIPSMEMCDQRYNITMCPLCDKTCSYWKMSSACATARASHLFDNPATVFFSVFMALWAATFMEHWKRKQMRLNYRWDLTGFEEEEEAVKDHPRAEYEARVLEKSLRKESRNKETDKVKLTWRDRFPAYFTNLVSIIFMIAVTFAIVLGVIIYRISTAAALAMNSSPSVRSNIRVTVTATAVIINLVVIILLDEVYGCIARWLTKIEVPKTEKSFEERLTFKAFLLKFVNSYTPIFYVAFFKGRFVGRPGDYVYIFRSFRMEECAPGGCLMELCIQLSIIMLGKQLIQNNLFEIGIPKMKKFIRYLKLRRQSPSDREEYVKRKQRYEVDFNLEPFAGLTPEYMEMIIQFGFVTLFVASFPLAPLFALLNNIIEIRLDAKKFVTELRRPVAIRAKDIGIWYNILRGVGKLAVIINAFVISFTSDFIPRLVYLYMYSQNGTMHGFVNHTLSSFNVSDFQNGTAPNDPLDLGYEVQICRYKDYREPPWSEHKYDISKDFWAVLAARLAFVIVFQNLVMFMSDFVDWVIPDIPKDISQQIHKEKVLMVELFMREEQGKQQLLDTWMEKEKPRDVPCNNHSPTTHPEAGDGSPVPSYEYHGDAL
HDAC3 inh = inhibitors of human histone deacetylase 3 | O15379 | recombinant HDAC3, fluorogenic peptide/trypsin coupled, fluorescence | inhibition, % at 8.3 µM | hit rate 0.15% among 320,000 | AID 2718; in the data active = inhibition above about 26%, passing the limit was not always enough; inconclusive = no clear call, values can overlap the other calls
SKKanGAS inh = inhibitors of SKKanGAS S. pyogenes growth in kanamycin (SK-promoter or general growth effect); BacTiter-Glo, 6 h; inhibition, % at 7.5 µM; hit rate 1.3% among 300,000; AID 1662;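 active = mean replicate score, as percent of positive control median, at least 50; inconclusive = mean below 50 but one replicate at or above 50; inactive = mean and every replicate below 50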;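 also: strain carries kanamycin resistance gene driven by streptokinase promoter and grows in 40 µg/ml kanamycin; loss of luminescence reflects streptokinase promoter inhibition or plain growth inhibition; 0% = median of DMSO wells and 100% = positive control at its reference dose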
KCNK3 block = human KCNK3 channel inhibition, primary screen; O14649; CHO-KCNK3 thallium flux, FluxOR fluorescence; active compounds read low; B-score at 10 µM; hit rate 0.84% among 340,000; AID 602410;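 active = B-score under library mean minus 4 SD, starting fluorescence ratio at most library mean plus 5 SD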;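 also: more negative B-score means stronger inhibition of thallium flux through KCNK3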
RGS4 inh = inhibitors of human RGS4 | P49798 | HEK293 M3R/RGS4 inducible, Fluo-4 calcium flux; active compounds read high; triggered by carbachol at its EC20 | B-score at 10 µM | hit rate 0.45% among 310,000;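 active = B-score, a plate-corrected calcium signal, over three deviations above library mean, with baseline fluorescence within five deviations of library mean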;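 also: RGS4 expression induced by doxycycline in cells with stable M3 receptor; B-score is computed from the integrated fluorescence ratio over baseline after carbachol; higher B-score means a larger calcium signal and so more RGS4 inhibition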
TMEM16A inh = mouse TMEM16A channel inhibition, primary screen | HEK293 TMEM16A/YFP iodide influx fluorescence, ionomycin | normalized B-score (activity score, 25-100; higher = stronger inhibition) at 10 µM | hit rate 1.2% among 310,000 | AID 588511;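 active = ratio plate-corrected score three or more library SD toward inhibition, starting fluorescence score within five deviations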;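 also: score derived from kinetic fluorescence span divided by baseline fluorescence per well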
RGS4 pot = potentiators or activators of RGS4. HEK293 M3R/inducible RGS4, carbachol calcium flux Fluo4; active compounds read low. B-score at 10 µM. hit rate 0.92% among 310,000;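 active = B-score of the integrated calcium signal more than 4 SD below the library mean, with starting fluorescence not abnormally high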;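 also: negative B-score means reduced calcium response which marks RGS4 activation or potentiation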
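test system = HEK293 cells with stable M3R and inducible RGS4 | schedule = recording 10 s baseline at 1 Hz, 100 s post-agonist | technique = Fluo4-AM (2 µM) calcium-flux fluorescence, kinetic read | measure = Agonist-evoked peak-minus-minimum fluorescence over baseline, integrated ratio, B score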
hERG rescue = shields human hERG channel from block by proarrhythmic agents; CHO-hERG, FluxOR thallium flux, dofetilide IC70 present; hit rate 0.51% among 310,000; activation (rescue from dofetilide block), less the hit threshold, % at 10 µM; Q12809;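 active = activation above the mean of controls blocked by dofetilide plus 5 SD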;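 also: thallium influx through hERG after potassium depolarization seen as dye fluorescence rise; in these data hits start at about 4.7%; inactives centre near -7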
KCNK9 inh = blocks the human KCNK9 two-pore domain potassium channel; Q9NPC2; HEK293 KCNK9, FluxOR thallium flux fluorescence; active compounds read low; B-score at 10 µM; hit rate 1.2% among 310,000;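 active = ratio B-score over 3 SD below the library mean, with starting fluorescence within 5 SD of its mean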;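 also: negative B-score means less thallium flux so channel inhibition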
KCNQ1 pot = potentiators or activators of human KCNQ1 potassium channel; AID 2648; B-score at 10 µM; hit rate 0.35% among 310,000; CHO-K1 KCNQ1, thallium flux FluxOR fluorescence; active compounds read high;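 active = fluorescence ratio B-score, a plate-corrected score, at least three library SD, with initial intensity B-score within 5 SD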
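System: Stable KCNQ1 CHO-K1 line | Incubation: 90 min dye loading and 20 min compound exposure, both at room temperature | Measure: Ratio B score | Medium: Assay buffer for compound exposure, DMSO matched across wells | Compound dosing: Single-concentration screen | Probe or stimulus: K+/Tl+ depolarizing stimulus | Measured by: Kinetic FluxOR fluorescence, 10 s baseline plus 110 s post-stimulus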
Starred values were filed as active, the others as inactive; i = inactive; ? = inconclusive; · = no result given.

item	Compound	TMEM16A inh	hERG rescue	KCNK3 block	HDAC3 inh	RGS4 inh	KCNQ1 inh	TMEM16A act	KCNQ1 pot	SKKanGAS inh	KCNK9 inh	RGS4 pot
1	O=C(O)CN1C(c2ccccc2O)Nc2ccc(Br)cc2C1c1ccccc1 (configuration not stated)	·	-14	i	·	i	i	i	i	8	i	i
2	Cc1nonc1C(=O)N/N=C/c1ccccc1	i	-4	i	6	i	i	i	i	5	i	i
3	C/C=C\C=C\C(=O)N1CC2(CC(c3cccc(NC(=O)/C(C)=C\C)c3)=NO2)C[C@H]1C(N)=O (some centres not stated)	i	-6	i	-3	i	i	i	i	2	i	i
4	CSc1nc(-c2ccccc2)nn1C(=O)c1ccccc1	i	0	i	?	i	i	i	i	1	i	i
5	O=C(CSc1ccccn1)N1CCN(c2ccc(Cl)cc2)CC1	i	-10	i	1	i	i	i	i	0	i	i
6	C=CCNC(=S)N/N=C/c1ccc(OCc2ccccc2)cc1	i	-8	i	-5	i	i	i	i	-2	i	i
7	O=C(CC1Oc2ccccc2NC1=O)NC1CCCC1 (configuration not stated)	i	-2	i	-6	i	i	i	i	-4	i	i
8	CCn1c(CNC(=O)c2cc(OC)c(OC)c(OC)c2)cc2ccccc21	i	2	i	1	i	i	i	i	2	i	i
9	CN(C)c1ccc(-c2nc3n(n2)C(c2cccnc2)C2=C(CC(C)(C)CC2=O)N3)cc1 (configuration not stated)	i	-8	i	2	i	i	i	i	-6	i	i
10	Cc1cc(C)c(S(=O)(=O)c2ccccc2C)c(OCC(C)(C)C)n1	i	-8	i	14	i	i	i	i	10	-10*	i
11	Cc1c(C)c2c(C)[nH]nc2oc1=O	i	-6	i	3	i	i	i	i	-6	i	i
12	O=C(NC(=O)N1CCN(c2ccccc2)CC1)c1ccc(Cl)cc1	i	-3	i	-2	i	i	i	i	5	i	i
13	CC(=O)c1ccc(NC(=O)CN2CCCC2)cc1	i	-3	i	1	i	i	i	i	11	i	i
14	O=C(O/N=C(\c1ccccc1)c1ccncc1)c1ccccc1Cl	i	-4	i	0	i	i	i	i	-1	i	i
15	CC(NC(=O)C1CCCN1S(=O)(=O)c1cccc2nsnc12)c1ccccc1 (configuration not stated)	i	-6	i	-5	i	i	i	i	-1	i	i
16	Cc1ccc(S(=O)(=O)NCC(=O)OCC(=O)Nc2cccc(S(=O)(=O)NC3=NCCCCC3)c2)cc1	i	-12	i	-8	i	i	i	i	-10	i	i
17	COC(=O)c1c(NC(=O)CC2NCCNC2=O)sc2c1CCCC2 (configuration not stated)	i	-13	i	0	i	i	i	i	-2	i	i
18	Cc1cccc(-c2nc3ccccc3c(=O)n2NC(=O)c2ccc([N+](=O)[O-])c(C)c2)c1	i	-5	i	-7	i	i	i	i	-10	i	i
19	Nc1nnnn1/N=C/c1ccc(F)cc1	i	-5	i	12	i	i	i	i	-1	i	i
20	Cc1onc(-c2c(F)cccc2Cl)c1C(=O)OCC(=O)NCc1ccco1	i	-8	i	-1	i	i	i	i	-1	i	i
21	Cc1ccc(S(=O)(=O)N(C)c2c(C)ccc(S(=O)(=O)N3CCN(C)CC3)c2C)cc1	i	-8	i	3	i	i	i	i	-12	i	i
22	Cc1cc(C)cc(NC(=O)CN(c2ccc(F)cc2)S(C)(=O)=O)c1	i	-4	i	-10	i	i	i	i	-6	i	i
23	Cc1c(NC(=O)Cn2cc([N+](=O)[O-])cn2)c(=O)n(-c2ccccc2)n1C	i	-18	i	1	i	i	i	i	7	i	i
24	CCC1CN(C(=O)NCc2ccc(C)cc2)c2cc(C)ccc2O1 (configuration not stated)	i	-11	i	-7	i	i	i	i	5	i	i
25	CCN(CCCNC(=O)C1CCN(S(=O)(=O)CC)CC1)c1ccccc1	i	1	i	7	i	i	i	i	-2	i	i
26	Cc1ccc2c(c1)C(c1ccccc1)N(C(=O)CC(C)C)CC(=O)N2 (configuration not stated)	i	-4	i	1	i	i	i	i	15	i	i
27	O=C(COC(=O)CCc1ccc(S(=O)(=O)N2CCOCC2)cc1)NC1CCCC1	i	-9	i	1	i	i	i	i	-1	i	i
28	Cc1n[nH]c(C)c1S(=O)(=O)N1CCCC(C(=O)NCc2cccs2)C1 (configuration not stated)	i	2	i	-7	i	i	i	i	0	i	i
29	CCN(CC)S(=O)(=O)c1ccc(OC(C)C)c(N)c1	i	-6	i	7	i	i	i	i	5	i	i
30	COc1cccc(C(=O)Nc2ccc(NC(=O)c3ccco3)nc2)c1	i	-6	i	-3	i	i	i	i	-4	i	i
31	Cc1nn(Cc2ccc(Cl)cc2Cl)c(Cl)c1/C=C/C(=O)OCC(=O)NCC(F)(F)F	i	-9	i	1	i	i	i	i	4	i	i
32	Cc1noc(C)c1CSCC(=O)Nc1nc2ccc(Oc3ccccc3)cc2s1	i	-9	i	0	i	8*	i	i	51*	i	i
33	Cc1ccc(C(C)C)c(OCC(=O)Nc2cccc(S(=O)(=O)NC3=NCCCCC3)c2)c1	i	-15	i	-7	i	i	i	i	10	i	i
34	CN(Cc1nc(Cc2ccccc2F)no1)CC1(N2CCOCC2)CCCCC1	i	-7	i	5	i	i	i	i	-2	i	i
35	CC(C)C(O)(c1ccccc1)C(CN1CCOCC1)c1ccccc1 (configuration not stated)	i	-8	i	1	i	i	i	i	0	i	i
36	C/C(=N/NC(=O)CNC(=O)C1COc2ccccc2O1)c1ccc2c(c1)OCCO2 (configuration not stated)	i	-3	i	3	i	i	i	i	8	i	i
37	O=C(CSc1nccc(=O)[nH]1)c1cc2ccccc2o1	i	-11	i	·	i	i	i	i	5	i	i
38	COC(=O)COc1ccc(-c2nccc(-c3ccccn3)n2)cc1	i	-5	i	0	i	i	i	i	-7	i	i
39	CCc1c(C)nc2ncnn2c1N1CCCC(C(=O)NCCc2ccc(OC)cc2)C1 (configuration not stated)	i	-9	i	1	i	i	i	i	-1	i	i
40	CSc1ccccc1OCc1cc(C(=O)N[C@H]2CCCCNC2=O)no1	i	-12	i	-5	i	i	i	i	14	i	i
41	COc1ccc(CC2(C)OC(c3ccc(C)cc3)=NN2C(C)=O)cc1 (configuration not stated)	i	-17	i	3	i	i	i	i	1	i	i
42	CCOC(=O)c1[nH]c2c(c1C)C(=O)CC(c1ccc(N(C)C)cc1)C2 (configuration not stated)	i	-6	i	-1	i	i	i	i	17	i	i
43	CCOc1ccc(Nc2nc3cc(S(=O)(=O)N(CC)CC)ccc3o2)cc1	i	1	i	-1	i	i	i	i	8	i	i
44	CCOC(=O)c1ccc(NC(=O)CSCc2ccco2)cc1	i	-22	-9.2*	?	i	i	i	i	13	i	i
45	N#Cc1c(-c2ccccc2)c(-c2ccccc2)nn(CC(=O)NNC(=O)Nc2ccc(Cl)c(Cl)c2)c1=O	i	-12	i	1	6.5*	i	i	i	62*	i	i
46	O=C(O)CCC(=O)N1CCN(c2ccc(C(=O)c3ccc(F)cc3)cc2)CC1	i	-12	i	4	i	i	i	i	-1	i	i
47	O=C(NCc1cn(-c2ccccc2)nc1-c1ccccc1)c1cc([N+](=O)[O-])cc([N+](=O)[O-])c1	i	-5	i	9	i	i	i	i	6	i	i
48	C=CCSc1nc2[nH]ncc2c(=O)[nH]1	i	-14	i	-3	i	i	i	i	0	i	i
49	O=C(COc1ccc(Cl)cc1Cl)N1CCN(C(=O)c2ccco2)CC1	i	-8	i	-2	i	i	i	i	-1	i	i
50	O=C(NC1C2CC3CC(C2)CC1C3)c1ccc2c(c1)OCO2 (configuration not stated)	i	-3	i	1	i	i	i	i	3	i	i

(next part)
item	Compound	TMEM16A inh	hERG rescue	KCNK3 block	HDAC3 inh	RGS4 inh	KCNQ1 inh	TMEM16A act	KCNQ1 pot	SKKanGAS inh	KCNK9 inh	RGS4 pot
51	O=C(Nc1nc2ccccc2s1)C1CC(=O)N(c2ccc(F)cc2)C1 (configuration not stated)	i	-7	i	1	i	i	i	i	8	i	i
52	O=C(CSc1nnc(-c2ccccn2)n1Cc1ccco1)c1ccc(Cl)cc1	i	-15	i	4	i	i	i	i	1	i	i
53	O=C(N/N=C/c1ccc(OC(=O)c2cccs2)cc1)c1ccc(F)cc1	i	-4	i	6	i	i	i	i	1	i	i
54	CC(=O)N1CCOc2ccc(S(=O)(=O)NCCc3ccccc3)cc21	i	-8	i	1	i	i	i	i	-3	i	i
55	O=C(CSc1nnc(Cc2ccccc2)o1)N1CCc2ccccc21	i	-2	i	3	i	i	i	i	-9	i	i
56	O=C(NCCN1CCN(S(=O)(=O)c2ccccc2)CC1)C(=O)Nc1ccc(F)cc1	i	-3	i	-2	i	i	i	i	-5	i	i
57	CN(C)/C=N/S(=O)(=O)c1ccc(Cl)cc1	i	-17	i	-6	i	i	i	i	-11	i	i
58	COc1ccc(N2CCN(C(=O)CCc3ccccc3OC)CC2)cc1	i	-10	i	3	i	i	i	i	4	i	i
59	O=C(c1ccccc1)N1CCC2(CC1)NCCc1[nH]cnc12	i	-5	i	-6	i	i	i	i	4	i	i
60	Cc1ccc(S(=O)(=O)N2CCC(NC(=O)c3cccc(F)c3)CC2)cc1	i	-4	i	-7	i	i	i	i	15	i	i
61	CC1CCN(CCCNC(=O)c2cc3c(=O)n(C)c4ccccc4c3n2C)CC1	i	-8	i	-10	i	i	i	i	-2	i	i
62	Cc1nnc(Nc2ccc(C(=O)O)cc2)[nH]c1=O	i	-2	i	?	i	i	i	i	0	i	i
63	CC(C)(C)NCC(O)c1cc(O)cc(O)c1 (configuration not stated)	i	-5	i	-2	i	i	i	i	-5	i	i
64	COc1ccc(NC(=O)CC2C(=O)NCCN2C(=O)c2ccccc2)cc1 (configuration not stated)	i	-8	i	0	i	i	i	i	2	i	i
65	Nc1cnn(Cc2ccc(F)cc2)c1	i	-9	i	-3	i	i	i	i	8	i	i
66	Cc1ccc(CNC(=O)c2ccc(CS(=O)Cc3ccccc3Cl)o2)cc1 (configuration not stated)	i	-14	i	0	i	i	i	i	-3	i	i
67	CCc1ccc(OCC(=O)Nc2ncn[nH]2)cc1	i	3	i	2	i	i	i	i	-2	i	i
68	CSc1nncc(/C(C)=N\Nc2cccc(C)c2)n1	i	-8	i	-5	i	i	i	i	-2	i	i
